# Screening results: PubChem, several laboratories
# KKLEB cytotox = reduces viability of KKLEB cystic fibrosis airway cells; KKLEB CF airway cells viability, ATPlite luminescence, overnight; stronger effect = lower value; cells stimulated with P. aeruginosa culture filtrate; activity change (cytotoxicity), % at 5 µM; 360,000 compounds, 0.36% hits; AID 602141;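 active means corrected activity change at or below -50% at 5 µM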
# NR2E3 ag-1 = activates human NR2E3 receptor. Q9Y5X4. CHO-S Gal4-NCOR/VP16-NR2E3 two-hybrid, luciferase. inhibition of corepressor binding, % at 3.98 µM. 360,000 compounds, 0.35% hits. AID 602229;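 active means inhibition above the mean of all tested compounds plus 3 SD, cut at about 70% in these data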;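 further: 0% = DMSO with NR2E3 transfected cells and 100% = cells lacking NR2E3 construct; higher means lower luciferase signal from less NR2E3 corepressor binding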
# Target sequence (Q9Y5X4 whole entry, looked up, the tested form may be a part): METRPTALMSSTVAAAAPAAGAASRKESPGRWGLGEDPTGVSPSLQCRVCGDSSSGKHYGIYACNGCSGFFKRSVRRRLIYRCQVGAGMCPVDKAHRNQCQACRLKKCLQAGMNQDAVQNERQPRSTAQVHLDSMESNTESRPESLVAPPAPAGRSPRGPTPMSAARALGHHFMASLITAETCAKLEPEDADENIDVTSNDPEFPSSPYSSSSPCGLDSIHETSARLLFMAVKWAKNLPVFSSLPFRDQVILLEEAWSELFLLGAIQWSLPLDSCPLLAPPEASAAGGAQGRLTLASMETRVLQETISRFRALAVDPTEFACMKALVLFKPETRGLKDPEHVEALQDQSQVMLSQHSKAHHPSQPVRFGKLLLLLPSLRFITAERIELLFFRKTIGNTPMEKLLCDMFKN
# aDG glyco act = increases alpha dystroglycan glycosylation | Pro5-aDG cells, alpha-DG glycosylation AlphaScreen (IIH6); 0% Pro5, 100% B10-LARGE cell signal | activation, % at 10 µM | 360,000 compounds, 0.22% hits;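 active means activation of at least 8% versus controls, or a plate z-score of at least 8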;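 further: Pro5 are CHO cells carrying HIG-tagged alpha-DG that lacks glycosylation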
# iPSC survival up = hiPSC single-cell survival enhancement | survival enhancement, % at 20 µM | ATPlite luminescence; 100% = ROCK inhibitor wells, 0% = DMSO | 360,000 compounds, 0.044% hits; in the data active means survival enhancement above about 18%;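 further: cells exposed to compounds for 16 hours before the ATP read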
# TWEAK Fn14 block = inhibitors of TWEAK-Fn14 interaction signaling | 360,000 compounds, 2% hits | inhibition, % at 10 µM | TWEAK-stimulated Fn14 reporter cells, luciferase luminescence, 8 h; in the data active means inhibition above about 50%
# CF NFkB block = blocks PAF-induced NF-kB reporter in cystic fibrosis cells. AID 588850. KKLEB NF-kB-GFP reporter, GFP fluorescence overnight. 360,000 compounds, 0.86% hits. inhibition, % at 5 µM;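 active means at least 50% inhibition at 5 µM, scaled per plate between neutral and stimulator controls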;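 further: PAF is a Pseudomonas aeruginosa culture filtrate used as stimulus; plate controls were PAF-stimulated DMSO wells for no effect and unstimulated DMSO wells for full effect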
# HIF-2a inh = HIF-2a inhibition. 786-0 RCC cells HIF-2a reporter, luciferase luminescence, overnight. inhibition, % at 18.8 µM. 360,000 compounds, 0.72% hits;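 active means inhibition of the luminescence signal of 40% or more relative to plate controls, in a single-dose primary screen at 18.75 µM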
# NR2E3 ag-2 = NR2E3 (human) agonism; GST-NR2E3/biotin-RetCOR TR-FRET, 1536-well; inhibition of corepressor binding, % at 4.78 µM; 320,000 compounds, 0.12% hits; AID 2300;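 active means percent inhibition above the cutoff of mean plus 3 SD of all tested compounds, set per screening campaign, cut at about 20% in these data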;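 further: 0% = DMSO wells and 100% = biotin wells as full block of FRET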
#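 Test system – NR2E3–RetCOR corepressor complex · Quantity – NR2E3 fusion 1.35 nM · Buffer or medium – Tris pH 7.5 · Incubation – Compound–protein incubation for 5 h at 4 °C · Technique – TR-FRET, Eu(K)-anti-GST donor, streptavidin-D2 acceptor, ex 340, em 617/671 nm · Evaluation – percent inhibition of 671/617 nm emission ratio versus biotin and DMSO controls · Plate – 1536-well format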
# Shn3 3UTR inh = reduces Shn3 3'UTR luciferase signal in osteoblasts. Clone20 osteoblast Shn3 3'UTR firefly luciferase, 24 h. inhibition, % at 12.5 µM. 360,000 compounds, 0.52% hits;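 active means mean inhibition of at least 75% with every replicate also reaching 75%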;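 further: 0% = median of neutral control wells and 100% = pilot-screen positive control compound; some compounds past the cut are filed as inactive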
# TRPM1 prom inh = reduces MITF-dependent TRPM1 promoter luciferase signal; SK-MEL-5 TRPM1 promoter luciferase, 24 h; inhibition, % at 12.5 µM; 330,000 compounds, 0.83% hits; AID 488899;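 active means mean inhibition across replicates of 60% or more, whatever share of single replicates reaches that level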; further: values of inactives mirror those of a sister screen read the other way
# Peg3 prom inh = inhibitors of Peg3 promoter | HeLa PEG-Prom luciferase reporter, luminescence, overnight | inhibition, % at 20 µM | 360,000 compounds, 1.7% hits;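 active means inhibition of at least 50% at 20 µM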
# Active calls of the source: *; nt = no result given; & = joins results of further samples.
# Results follow in this order: TWEAK Fn14 block	iPSC survival up	KKLEB cytotox	aDG glyco act	NR2E3 ag-1	NR2E3 ag-2	Shn3 3UTR inh	Peg3 prom inh	CF NFkB block	TRPM1 prom inh	HIF-2a inh
CCC(C)(C)NC(=O)C(c1ccc(F)cc1)N(Cc1ccco1)C(=O)c1cnccn1 (stereo not drawn)
→ 25	-0.3	-11	0.3	26	3	12	5	5	1	8
O=C(NCCN1CCCCC1)Nc1ccc(F)cc1F
→ 9	0.6	-10	0.1	17	3	-15	4	-7	8	17
COc1cc(C(=O)N2CCC3(CC2)NCCc2[nH]cnc23)cc(OC)c1OC
→ -28	0.4	-1	-0.2	-32	0	-3	-2	2	-8	-1
Cc1ccc(C2(CC(=O)N3CCCC3)CCOC(C(C)C)C2)cc1 (stereo not drawn)
→ -15	2.1	-12	-0.2	21	-5	-18	-9	-7	12	24
C#CC[N+]1(CC#Cc2ccccc2)CCCCC1
→ -20	0.6	-4	-0.3	5	4	11	4	6	0	13
Cc1c(C(=O)N/N=C/c2ccccc2)[nH]c2c([N+](=O)[O-])cccc12
→ -2	-0.2	6	0.0	1	0	5	31	-14	15	15
CSc1n[nH]c2nc3c(c(=O)n12)C1(CCCC1)Cc1ccccc1-3
→ 3	-0.7	19	0.1	-28	1	3	3	-17	8	-12
CC/C(=N\NC(=S)NC(C)C)c1ccc(OC)c(OC)c1
→ -4	0.8	-15	0.5	35	-2	7	25	14	-13	5
O=[N+]([O-])c1cc(S(=O)(=O)Oc2ccccc2)ccc1Cl
→ 38	-1.5	-72*	0.4	15	nt	46	107*	88*	87*	88*
O=C(NC(=S)Nc1ccc(CN2CCOCC2)cc1)c1ccc([N+](=O)[O-])cc1Cl
→ 2	-1.1	5	0.1	-33	-1	-12	23	-7	0	10
O=C(Cc1ccc(F)cc1)N[C@@H]1c2ccccc2CC[C@@H]1O
→ 0	-3.3	2	0.0	-6	nt	-18	-11	-1	6	3
O=C(Nc1cc(-c2nc3ncccc3o2)ccc1Cl)c1cccs1
→ -25	0.0	-2	0.0	-42	-1	0	-26	-28	-1	-32
Cc1nn(C)c(C)c1C(=O)NN
→ 2	-0.6	4	-0.3	3	-1	2	-5	-2	9	4
CC(=O)N1CCc2c(sc(NC(=O)c3ccc([N+](=O)[O-])o3)c2C#N)C1
→ -1	-1.7	-64*	-0.9	61	nt	13	109*	98*	95*	-11
Fc1ccc(C(c2nnnn2C2CCCC2)N2CCN(Cc3ccncc3)CC2)cc1 (stereo not drawn)
→ -14	3.5	5	0.1	8	-5	-29	4	-5	1	9

# Looked up by structure from above:
# Results follow in this order: TWEAK Fn14 block	iPSC survival up	KKLEB cytotox	aDG glyco act	NR2E3 ag-1	NR2E3 ag-2	Shn3 3UTR inh	Peg3 prom inh	CF NFkB block	TRPM1 prom inh	HIF-2a inh
CCC(C)(C)NC(=O)C(c1ccc(F)cc1)N(Cc1ccco1)C(=O)c1cnccn1 (stereo not drawn)
→ 25	-0.3	-11	0.3	26	3	12	5	5	1	8
O=C(Cc1ccc(F)cc1)N[C@@H]1c2ccccc2CC[C@@H]1O
→ 0	-3.3	2	0.0	-6	nt	-18	-11	-1	6	3
Fc1ccc(C(c2nnnn2C2CCCC2)N2CCN(Cc3ccncc3)CC2)cc1 (stereo not drawn)
→ -14	3.5	5	0.1	8	-5	-29	4	-5	1	9
O=C(Nc1cc(-c2nc3ncccc3o2)ccc1Cl)c1cccs1
→ -25	0.0	-2	0.0	-42	-1	0	-26	-28	-1	-32
COc1cc(C(=O)N2CCC3(CC2)NCCc2[nH]cnc23)cc(OC)c1OC
→ -28	0.4	-1	-0.2	-32	0	-3	-2	2	-8	-1
Cc1ccc(C2(CC(=O)N3CCCC3)CCOC(C(C)C)C2)cc1 (stereo not drawn)
→ -15	2.1	-12	-0.2	21	-5	-18	-9	-7	12	24
O=[N+]([O-])c1cc(S(=O)(=O)Oc2ccccc2)ccc1Cl
→ 38	-1.5	-72*	0.4	15	nt	46	107*	88*	87*	88*

# Following part:
# Results follow in this order: TWEAK Fn14 block	iPSC survival up	KKLEB cytotox	aDG glyco act	NR2E3 ag-1	NR2E3 ag-2	Shn3 3UTR inh	Peg3 prom inh	CF NFkB block	TRPM1 prom inh	HIF-2a inh
Cc1ccc2[nH]c(=O)c3cc(C(=O)NCCC(C)C)sc3c2c1
→ 21	-0.5	-20	-0.1	-13	nt	17	15	-7	6	22
O=C(c1ccc(C(F)(F)F)cc1)c1c[nH]c(C(=O)NCCCn2ccnc2)c1
→ -1	3.8	-12	2.7	-13	-2	-24	13	-4	-18	7
O=C(N/N=C/C=C/c1ccccc1)c1ccccn1
→ -15	0.4	5	-0.3	-72	1	-69	-196	2	-64	-205
Cc1cccc(C(C)C)c1NC(=O)COC(=O)c1cccc(S(=O)(=O)N2CCc3ccccc3C2)c1
→ -18	0.1	-14	-0.3	-16	1	-14	60*	20	3	17
O=C(c1cc2cc(Br)ccc2s1)N1CCOCC1
→ -15	1.1	-3	-0.1	-9	2	1	-2	-3	-9	3
S=c1[nH]nc(CSCc2ccc(Cl)cc2Cl)n1-c1ccccc1
→ -15	-0.6	25	0.0	21	2	-11	9	-2	10	-4
CCn1nc(C)c(NC(=O)Nc2cccc(Cl)c2Cl)c1C
→ 1	-0.3	4	0.6	-9	7	-13	-7	11	-1	-7
Cc1ccc(NC(=O)COC(=O)c2cc(Cl)ccc2[N+](=O)[O-])c(C)c1
→ -9	1.2	-2	0.0	8	-4	-5	-5	4	10	14
CCN(CC)S(=O)(=O)c1cc(C(=O)OCC(=O)Nc2cccc(Br)c2)ccc1F
→ 9	-0.6	-15	0.0	-12	2	-18	4	4	-2	16
O=C(CC1NCCNC1=O)Nc1ccc(Cl)c(Cl)c1 (stereo not drawn)
→ -12	-0.3	8	-0.1	-17	2	-20	-49	-10	-23	-87
CCC(C)(NC(=O)c1ccc2c(c1)OCO2)C(=O)NC1CCCCC1 (stereo not drawn)
→ 51*	4.5	1	0.0	-22	2	15	21	-7	6	11
O=C(NCCCCCCNC(=O)C1CCCC1)C1CCCC1
→ 1	3.0	6	0.1	0	0	2	-3	-5	9	2
CCOc1ccc(-c2nnc3ccc(SCC(=O)NCc4ccco4)nn23)cc1
→ -2	-0.5	-4	-0.2	-14	0	2	11	3	-3	7
O=C(O)c1ccc(OCCOc2ccccc2)cc1
→ 13	-0.3	4	0.2	-17	-1	2	-9	-14	21	9
COc1ccccc1N(CC(=O)Nc1ccc(C(F)(F)F)cc1)S(C)(=O)=O
→ 5	-0.9	5	0.2	-6	3	-14	11	-6	10	9
CC(=O)c1cn(N2CCCCC2)c(=O)[nH]c1=O
→ 3	0.5	-2	-0.2	10	0	-2	22	-1	7	27
NC(=O)c1[nH]cnc1N
→ -12&10	1.8&0.0	9&-2	-0.1&1.1	-13&-19	3&-4	8&-4	-8&15	12&10	9&2	13&12
COCc1c(C(=O)OCC(=O)N(C)C2CCS(=O)(=O)C2)oc2ccccc12 (stereo not drawn)
→ 5	0.8	-19	-0.3	-18	2	-3	24	21	9	13
COc1ccc(NCc2cccnc2)cc1
→ -3	-0.1	-4	-0.1	-21	-2	-7	-20	-13	-3	-11
CCOC(=O)N1CCN(C(=O)c2cc3c(ccc4ccccc43)oc2=O)CC1
→ -11	-1.7	-8	-0.1	1	-2	-2	6	-3	-3	12
C[C@H]1CN([C@@H](C)CO)C(=O)c2cccc(NC(=O)C3CC3)c2O[C@H]1CN(C)C(=O)Nc1ccc2c(c1)OCO2
→ 7	-2.6	-6	0.0	3	nt	-13	4	-14	-16	-1
Cc1cc(C)cc(C(=O)N(Cc2ccco2)c2c(N)n(Cc3ccccc3)c(=O)[nH]c2=O)c1
→ -9	0.7	2	0.1	-23	-1	1	4	-12	11	10
CCN1C(=O)CCCc2ccccc21
→ 9	-0.4	-2	0.0	4	0	-2	4	-1	4	11
CC(C)(C)CC(=O)O/N=C(\N)c1ccncc1
→ 4	-0.1	14	0.5	-77	-3	-23	-4	-6	-5	-3
CCSc1nnc(-c2ccc(Cl)cc2Cl)o1
→ 2	0.8	1	-0.1	-92	1	-33	-253	-25	-65	-256
COc1cc2ccccc2cc1C(=O)NC1CCCCC1
→ -42	-0.2	6	0.2	-67	1	-65	-221	-5	-71	-296
Cc1c(Br)c([N+](=O)[O-])nn1CC(=O)Nc1sc2c(c1C(=O)OC(C)C)CCCC2
→ -9	-1.2	-7	-0.1	-19	-4	28	6	7	1	10
Cn1cnc([N+](=O)[O-])c1NC(C)(C)C
→ -4	1.9	-2	-0.2	4	1	-12	20	0	-8	18
COc1cccc(N/C=C/C(=O)c2ccc(Cl)cc2)c1
→ 42	-2.4	-16	0.2	-204	4	-42	-273	-34	-21	-179
COc1ccc(C)cc1NC(=O)CN(C)S(=O)(=O)c1ccc2c(c1)CC(C)N2C(C)=O (stereo not drawn)
→ -3	-0.3	9	0.0	8	3	18	4	-5	11	7
N#Cc1ccccc1N1CCN(C(=O)c2ccc(NC(=O)c3ccc(Br)o3)cc2)CC1
→ -28	1.3	26	-0.1	-4	1	-18	-13	-15	0	-4
COCCn1c(=O)c2c(nc3n2CCCN3Cc2ccccc2)n(C)c1=O
→ 24	-0.4	2	1.4	-9	-2	-8	1	-13	1	17
O=C(/C=C/c1cc(Br)ccc1F)Nc1cccnc1
→ -28	0.6	8	0.0	-34	-3	-44	-157	-18	-35	-193
CCCCN1C(=O)C(CC(=O)NCc2cccc3ccccc23)CC(C(=O)N2CCOCC2)=C1C (stereo not drawn)
→ 3	-1.0	-3	-0.4	-21	nt	-4	10	-13	nt	1
CC(C)CC1C(C#N)=C(N)SC(N)=C1C#N
→ -3	-1.7	7	-0.2	10	9	0	9	5	6	5
